WRN helicase inh – qHTS for Inhibitors of WRN Helicase. Bifunctional 3'-5' exonuclease/ATP-dependent helicase WRN (Homo sapiens), Q14191. WRN helicase unwinding, fluorescent forked duplex, kinetic. Potency, µM (series often up to 114 µM), for inactives: at the highest dose activity change, negative = inhibition, most hits filed as inhibitors. hit rate 0.46% among 360,000. AID 651768, 2012; note: potency is the fitted concentration of half-maximal effect; % is set by controls: 0 for no effect and ±100 for the full control effect; nearly all actives have a fitted effect of over 55% in size
Target sequence (Q14191 whole entry, looked up): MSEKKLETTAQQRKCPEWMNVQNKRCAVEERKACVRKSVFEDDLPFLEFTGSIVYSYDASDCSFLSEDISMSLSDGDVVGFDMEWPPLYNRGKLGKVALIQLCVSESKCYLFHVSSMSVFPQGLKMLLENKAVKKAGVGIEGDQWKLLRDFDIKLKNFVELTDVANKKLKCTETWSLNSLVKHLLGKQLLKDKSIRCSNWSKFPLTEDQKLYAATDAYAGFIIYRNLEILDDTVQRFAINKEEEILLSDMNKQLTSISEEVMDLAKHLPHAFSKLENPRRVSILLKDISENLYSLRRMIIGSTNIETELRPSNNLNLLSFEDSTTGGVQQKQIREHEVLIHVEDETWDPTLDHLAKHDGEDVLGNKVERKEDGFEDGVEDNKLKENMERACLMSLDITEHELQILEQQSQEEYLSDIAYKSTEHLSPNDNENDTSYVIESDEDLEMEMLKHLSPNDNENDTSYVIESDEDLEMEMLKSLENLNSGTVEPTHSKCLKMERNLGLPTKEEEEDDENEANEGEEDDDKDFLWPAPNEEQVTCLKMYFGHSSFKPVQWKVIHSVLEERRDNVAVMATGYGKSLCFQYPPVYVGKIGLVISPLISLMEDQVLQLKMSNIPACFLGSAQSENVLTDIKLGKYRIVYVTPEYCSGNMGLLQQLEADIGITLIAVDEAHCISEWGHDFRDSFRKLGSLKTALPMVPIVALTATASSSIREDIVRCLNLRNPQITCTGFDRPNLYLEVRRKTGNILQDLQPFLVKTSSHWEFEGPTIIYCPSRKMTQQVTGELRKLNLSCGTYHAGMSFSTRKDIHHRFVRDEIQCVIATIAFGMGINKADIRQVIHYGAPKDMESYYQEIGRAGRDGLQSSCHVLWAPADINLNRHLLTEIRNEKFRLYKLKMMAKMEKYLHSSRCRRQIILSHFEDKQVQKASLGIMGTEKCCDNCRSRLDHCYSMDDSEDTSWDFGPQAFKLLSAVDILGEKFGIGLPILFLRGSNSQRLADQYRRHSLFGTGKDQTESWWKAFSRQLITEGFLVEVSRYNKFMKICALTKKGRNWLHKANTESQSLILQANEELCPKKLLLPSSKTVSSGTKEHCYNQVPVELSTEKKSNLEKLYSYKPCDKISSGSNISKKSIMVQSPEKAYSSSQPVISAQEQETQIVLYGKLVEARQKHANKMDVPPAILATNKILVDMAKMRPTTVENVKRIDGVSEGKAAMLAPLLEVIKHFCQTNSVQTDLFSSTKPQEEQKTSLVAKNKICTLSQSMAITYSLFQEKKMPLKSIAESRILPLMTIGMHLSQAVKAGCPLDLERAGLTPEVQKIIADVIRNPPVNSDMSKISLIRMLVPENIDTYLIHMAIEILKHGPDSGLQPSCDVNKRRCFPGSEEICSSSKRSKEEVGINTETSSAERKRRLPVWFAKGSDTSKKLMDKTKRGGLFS
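Primary qHTS, 1536-well format. 20 nM WRN + compound, 15 min RT; start with 100 nM forked fluorophore/quencher duplex, 2 mM ATP (final); kinetic read ex 525/em 598 nm.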
MCF10A rerep – A quantitative high throughput screen for small molecules that induce DNA re-replication in MCF 10a normal breast cells; MCF 10A DNA re-replication, Hoechst nuclear intensity, 48 h; Potency, µM (series often up to 46.1 µM), without a hit: at the highest dose activity, positive = re-replication, most hits filed as activators; hit rate 2.9% among 350,000; note: potency is the fitted concentration of half-maximal effect; % of control where 0% means no effect; nearly all actives have a fitted effect of over 50% in size
IL1B secr inh – qHTS for Inhibitors of Inflammasome Signaling: IL-1-beta AlphaLISA Primary Screen; THP-1 LPS/ATP IL-1B secretion, AlphaLISA, 16 h; active compounds read low; hit rate 4.7% among 360,000; activity change, % at 57.5 µM; in the data active = activity change below about -50%; inconclusive = mostly about -30% to -49%; note: % is set by controls: 0 for no effect and ±100 for the full control effect
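THP-1 cells pretreated 1 hr with compounds (up to 57.5 uM final), then stimulated with LPS (250 ng/mL final) plus ATP (1.25 mM final); secreted IL-1B measured by AlphaLISA after 16 hr, decreased signal indicating inhibition.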
SW480 rerep – A quantitative high throughput screen for small molecules that induce DNA re-replication in SW480 colon adenocarcinoma cells; SW480 DNA re-replication, Hoechst DNA content imaging, 48 h; Potency, µM (doses to about 46.1 µM), without a hit: at the top dose re-replication activation, actives largely listed as activators; hit rate 1.8% among 340,000; note: potency is the fitted concentration of half-maximal effect; % of control where 0% means no effect; nearly all actives have a fitted effect of over 55% in size
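Readout is total intensity of Hoechst-stained nuclei, excited at 405 nm and collected at 500-530 nm. Compound treatment lasted 48 hr at 37 C in 5% CO2 before staining.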
HT1080NT lethal – qHTS for induction of synthetic lethality in tumor cells producing 2HG: qHTS for the HT-1080-NT fibrosarcoma cell line | Potency, µM (doses to about 46.1 µM), inactives show top-dose activity, negative = less viability, actives largely listed as cytotoxic | hit rate 1.6% among 360,000 | AID 686970, 2013 | HT-1080-NT fibrosarcoma viability, CellTiter-Glo ATP luminescence, 48 h;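 note: NT is the 2HG producing partner of a matched IDH1 knockdown line; potency is the fitted concentration of half-maximal effect; 0% = DMSO-treated cells and -100% = media-only wells without cells; nearly all actives have a fitted effect of over 55% in size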
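Toxicity toward the 2HG-producing NT line was scored as %Activity, normalised to DMSO and no-cell wells, from CellTiter-Glo luminescence after 48 hours' treatment.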
ATXN2 expr inh – Primary qHTS for Inhibitors of ATXN expression; HEK-293 ATXN2-luciferase reporter, luminescence, 24 h; Potency, µM (top dose mostly 57 µM), for the others: top-dose activity change, negative = inhibition, most hits filed as inhibitors; hit rate 0.72% among 360,000; note: potency is the fitted concentration of half-maximal effect; % is set by controls: 0 for no effect and ±100 for the full control effect; nearly all actives have a fitted effect of over 55% in size
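qHTS (up to 57 uM final) was run with 24 h compound exposure of reporter cells at 37 °C. Each well was multiplexed: SteadyGlo luminescence measured ATXN2-luciferase expression after a fluorogenic Gly-Phe-AFC viability readout (25 uM final).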
KB-V1 cytotox – qHTS assay for MDR1-selective chemotherapeutics: Primary screen using the drug-selected MDR subline cells KB-V1; KB-V1 MDR cells viability, CellTiter-Glo, 72 h; Potency, µM (series often up to 46.1 µM), without a hit: at the highest dose activity change, negative = cytotoxicity, most hits filed as cytotoxic; hit rate 3.4% among 400,000; note: potency is the fitted concentration of half-maximal effect; % is set by controls: 0 for no effect and ±100 for the full control effect; nearly all actives have a fitted effect of over 60% in size
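KB-V1 MDR subline cells in DMEM (phenol-red free, 10% FBS) exposed to compounds in qHTS concentration series for 72 h at 37 degrees C. Viability read by CellTiter-Glo luminescence; concentration-effect curves fitted after normalization and correction.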
HT1080 IDH1KD tx – qHTS for induction of synthetic lethality in tumor cells producing 2HG: qHTS for the HT-1080-IDH1KD cell line. HT-1080 IDH1 knockdown viability, ATP luminescence, 48 h. Potency, µM (doses to about 46.1 µM), without a hit: top-dose activity, negative = toxicity, most hits filed as cytotoxic. hit rate 2% among 360,000;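 note: potency is the fitted concentration of half-maximal effect; 0% = DMSO wells and -100% = cell-free medium wells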
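Cytotoxicity counter-line: IDH1KD HT-1080, 48 h, CellTiter-Glo. Curves classed by r2, magnitude and activity.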
KB-3-1 tox – qHTS assay for MDR1-selective chemotherapeutics: Primary screen using the parental adenocarcinoma cell KB-3-1. AID 1347075, 2019. hit rate 1.4% among 400,000. Potency, µM (doses to about 46.1 µM), for inactives: top-dose activity change, negative = cytotoxic, most hits filed as cytotoxic. KB-3-1 viability, CellTiter-Glo ATP luminescence, 72 h; note: potency is the fitted concentration of half-maximal effect; % is set by controls: 0 for no effect and ±100 for the full control effect; nearly all actives have a fitted effect of over 60% in size
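Parental KB-3-1 viability, qHTS format: 72 h compound exposure, 37 °C; CellTiter-Glo; media-only wells and DMSO plates as controls; concentration-effect fits on corrected data.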
Active calls of the source: *; u = inconclusive; x = not tested or not shown; & = joins results of further samples; [ ] = another dose, or the depositor's remark. Unless noted, calls come from the whole dose curve; as a rule, active = well fitted curve in the direction sought with a large enough effect; inconclusive = small, poorly fitted or top-dose-only effect, or another doubt; inactive = no such curve, though single readings can be large; an effect the other way counts as inactive or inconclusive.

SMILES	WRN helicase inh	MCF10A rerep	IL1B secr inh	SW480 rerep	HT1080NT lethal	ATXN2 expr inh	KB-V1 cytotox	HT1080 IDH1KD tx	KB-3-1 tox
COc1cccc(N2CCN(Cc3cccnc3)CC2)c1	-4%	3%	0	-2%	-2%[9.24 µM]	3%	21%	2%	8%
O=C(C[n+]1ccccc1)Nc1ccccc1C(F)(F)F	4%	3.3µM*	13	-55%[inhibitor]	-3%	-7%	-1%	1%	-19%
Cc1nc(N2N=C3/C(=C/c4ccc(F)cc4)CCCC3C2c2ccc(F)cc2)sc1C(=O)N(C)C (stereo not given)	-15%	29%	-2	u	4%	u	21µM*	-1%	u
CCc1nnc(NC(=O)c2cccnc2SC)s1	-4%	5%	-23	-20%	-21%	-9%	0%	2%	u
Cn1c(=O)cc(OCCCC(=O)Nc2cccnc2)c2ccccc21	-9%	2%	0	-12%	-2%	67%[activator]	-2%	-23%	7%
O=C(c1ccccc1)N1CCn2c(nc3ccccc32)C1	2%	11%	7	-20%	2%	17%	-18%	7%	17%
CCOC(=O)N1CCN(C(=O)C[C@@H]2C[C@@]3(C(=O)OCC)CCC=C3N(Cc3cccc4ccccc34)C2=O)CC1	5%	x	10	x	0%	-2%	u	-14%	1%
COc1ccc(OC)c(NC(=O)C2(C)CCN2CCOc2ccccc2)c1 (stereo not given)	-8%	x	5	x	-9%	-7%	u	0%	0%
CCOP(=O)(OCC)C(NC(=O)c1cccs1)C(F)(F)F (stereo not given)	-8%	28%	u	u	-6%	1%	18%	3%	-1%
N#Cc1nc(COc2ccccc2Cl)oc1NCc1ccc(F)cc1	-4%	16%	-14	0%	-24%	-11%	-3%	u	-13%
Cc1cc(NC(=O)c2cccc(F)c2)ncc1NC(=O)c1ccco1	-1%	-1%	-30	-2%	u	1%	u	u	u
CCN(CC)C(=O)CC(c1ccc(F)cc1)c1ccco1 (stereo not given)	-7%	0%	-10	2%	5%	-13%	-5%	11%	-2%
Cc1cccc(N2CCN(Cc3ccoc3)CC2)c1C	-6%	21µM*	-7	u	8%	0%	0%	u	9%
COc1ccc(S(=O)(=O)NCCSCc2ccco2)cc1C	-8%[57.1 µM]	17%	5	2%	-7%	-15%	19%	6%[9.24 µM]	7%
COc1ccc2nc(C)cc(Nc3ccc(C)cc3)c2c1	-8%	u	u	0%	u	-2%	-20%	u	-18%
Cc1cccc(N2CCN(Cc3ccc([N+](=O)[O-])o3)CC2)c1C	6%	-3%	32	u	0%	-23%	6%	-11%	0%
Cc1cccc(N2CCN(S(=O)(=O)c3ccc(Cl)nc3)CC2C)c1 (stereo not given)	-13%	11%	-28	3%	-14%	-1%	-6%	-3%	-14%
CNc1nc(CCN2C(=O)c3ccccc3C2=O)cs1	6%	1%	-21	-19%	8%	-2%	-2%	12%	1%
Cn1c(=O)oc2cc(S(=O)(=O)NC3CCCc4ccccc43)ccc21 (stereo not given)	-5%	17%	24	-13%	-22%	6%	0%	-17%	-1%
Cc1cccc(OCCCN2CCOCC2)c1C	10%	6%	0	24%	5%	0%	15%	10%	18%
CC1CC(C)CN(C(=O)c2ccc(-c3ccc([N+](=O)[O-])cc3)o2)C1 (stereo not given)	-9%	u	u	11%	-12%	-7%	3%	-6%	-1%
CC1CC(C)CN(C(=O)COC(=O)CN2C(=O)c3ccccc3C2=O)C1 (stereo not given)	1%	-18%	5	-5%	11%	3%	12%	23%	26%
NS(=O)(=O)c1cccc(NC(=O)COC(=O)COc2ccc3ccccc3c2)c1	-13%	1%	0	-25%	3%	2%	4%	-1%	-3%
O=C1NC(NS(=O)(=O)c2ccccc2)(C(F)(F)F)C(=O)N1CCc1ccccc1 (stereo not given)	-2%	1%	15	-14%	14%	15%&3%	6%&10%	12%	u
CCN(CC)C(=O)Cn1cc(S(=O)(=O)CC(=O)Nc2ccc(F)cc2F)c2ccccc21	-18%	u	-3	6%	0%	-12%	x	-6%	x

A second format for twelve compounds above.
| Compound | WRN helicase inh | MCF10A rerep | IL1B secr inh | SW480 rerep | HT1080NT lethal | ATXN2 expr inh | KB-V1 cytotox | HT1080 IDH1KD tx | KB-3-1 tox |
| --- | --- | --- | --- | --- | --- | --- | --- | --- | --- |
| COc1cccc(N2CCN(Cc3cccnc3)CC2)c1 | -4% | 3% | 0 | -2% | -2%[9.24 µM] | 3% | 21% | 2% | 8% |
| O=C(C[n+]1ccccc1)Nc1ccccc1C(F)(F)F | 4% | 3.3µM* | 13 | -55%[inhibitor] | -3% | -7% | -1% | 1% | -19% |
| Cc1nc(N2N=C3/C(=C/c4ccc(F)cc4)CCCC3C2c2ccc(F)cc2)sc1C(=O)N(C)C (stereo not given) | -15% | 29% | -2 | u | 4% | u | 21µM* | -1% | u |
| CCc1nnc(NC(=O)c2cccnc2SC)s1 | -4% | 5% | -23 | -20% | -21% | -9% | 0% | 2% | u |
| Cn1c(=O)cc(OCCCC(=O)Nc2cccnc2)c2ccccc21 | -9% | 2% | 0 | -12% | -2% | 67%[activator] | -2% | -23% | 7% |
| O=C(c1ccccc1)N1CCn2c(nc3ccccc32)C1 | 2% | 11% | 7 | -20% | 2% | 17% | -18% | 7% | 17% |
| CCOC(=O)N1CCN(C(=O)C[C@@H]2C[C@@]3(C(=O)OCC)CCC=C3N(Cc3cccc4ccccc34)C2=O)CC1 | 5% | x | 10 | x | 0% | -2% | u | -14% | 1% |
| COc1ccc(OC)c(NC(=O)C2(C)CCN2CCOc2ccccc2)c1 (stereo not given) | -8% | x | 5 | x | -9% | -7% | u | 0% | 0% |
| CCOP(=O)(OCC)C(NC(=O)c1cccs1)C(F)(F)F (stereo not given) | -8% | 28% | u | u | -6% | 1% | 18% | 3% | -1% |
| N#Cc1nc(COc2ccccc2Cl)oc1NCc1ccc(F)cc1 | -4% | 16% | -14 | 0% | -24% | -11% | -3% | u | -13% |
| Cc1cc(NC(=O)c2cccc(F)c2)ncc1NC(=O)c1ccco1 | -1% | -1% | -30 | -2% | u | 1% | u | u | u |
| CCN(CC)C(=O)CC(c1ccc(F)cc1)c1ccco1 (stereo not given) | -7% | 0% | -10 | 2% | 5% | -13% | -5% | 11% | -2% |

(further entries)
SMILES	WRN helicase inh	MCF10A rerep	IL1B secr inh	SW480 rerep	HT1080NT lethal	ATXN2 expr inh	KB-V1 cytotox	HT1080 IDH1KD tx	KB-3-1 tox
CCn1c(SCC(=O)Nc2oc(C)c3c(C)n[nH]c(=O)c23)nnc1-c1ccco1	-3%	x	-4	x	0%	x	10%	-14%	-8%
Cc1ccc(C)c2[nH]c(=O)c(C(c3nnnn3Cc3ccccc3)N3CCc4ccccc4C3)cc12 (stereo not given)	-1%	10%	-10	0%	-29%	-4%	u	-27%	12%
Cc1cc(C=O)c(C)n1-c1ccc(N2CCOCC2)cc1	13%	1%	u	-3%	-2%	-22%	10%	-10%	0%
CN1C(=S)N(c2cccnc2)C(=O)/C1=C\c1ccc(C(C)(C)C)cc1	-9%	u	-7	u	u	5%	u	u	u
CC(C)NC(=O)c1cc(C2CCCCN2S(=O)(=O)c2ccccc2)on1 (stereo not given)	0%	x	5	x	-13%	6%	1%	7%	0%
Cc1ccc2c(Cl)c(C(=O)Nc3cc(C)on3)sc2c1	6%	u	31	-1%	-1%	-1%	u	0%	4%
O=C(CSc1nnc2c(n1)[nH]c1ccc(S(=O)(=O)N3CCOCC3)cc12)Nc1ccc(F)c(F)c1	-11%	u	-4	3%	-10%	-6%	9%	8%	19%
Cc1ccc(NC(NC(=O)Cc2ccccc2)C(Cl)(Cl)Cl)cc1 (stereo not given)	-2%	3%	0	2%	4%	-2%	15µM*	9%	u
O=C(Nc1cccc(C(F)(F)F)c1)c1cc2c(=O)c3ccccc3oc2nc1C(F)(F)F	1%	8%	-1	-2%	-4%	-19%	21µM*	2%	-4%
Cc1ccc(C(C(=O)Nc2ccc3c(c2)OCO3)N(C)C(=O)/C=C\c2ccc3c(c2)OCO3)cc1 (stereo not given)	-4%	u	-22	-1%	-8%	-7%	6%	-6%	9%
COc1ccc(CCNC(=O)c2cc(S(=O)(=O)N(C)c3ccccc3)ccc2Cl)cc1	-17%	4%	-4	-3%	0%	-9%	u	0%	-12%
CCNS(=O)(=O)c1ccc(CCC(=O)NCc2ccc(C)cc2)cc1	-26%	-3%	-1	10%	-4%	-14%[11.3 µM]	-5%	13%	8%
COc1ccccc1N1CCN(Cc2cc3c(cc2O)OCO3)CC1	6%	5%	-21	-2%	0%	8%	15%	13%	-9%
CC1CCN(c2oc(Cc3cccc4ccccc34)nc2C#N)CC1	-2%	u	-7	2%[9.22 µM]	-8%	9%	u	-10%	-5%
Clc1cc(CSc2ccccc2)nc(-c2ccccc2)n1	0%[11.6 µM]	u	-10	4%	7%	8%	u	1%	1%
Cc1cccc(N(Cc2ccccc2)C(=O)c2ccc(F)c(S(=O)(=O)N3CCOCC3)c2)c1	-9%	4%	-7	1%	6%	-6%	-12%	2%	-6%
Nc1nc(COC(=O)c2ccco2)nc(Nc2ccccc2)n1	6%	x	7	x	3%	x	13%	2%	-2%
CC(C)(C)c1ccc(/C=N/N2C(=O)CSC2=S)cc1	-1%	15%	25	-13%	5%	12%	18%	6%	7%
O=S(=O)(Nc1ccc(N2CCOCC2)cc1)c1c(F)cc(F)cc1Br	10%	17%	20	-1%	-2%	-15%	u	-2%	-2%
